High-throughput results: PubChem BioAssay, several laboratories
Avidin bead fluor = green autofluorescence of compounds with avidin beads – biophysical, 488/530 nm, flow cytometry, artefact control, profiling panel; compound fluorescence 488/530 nm; hits give high values; fluorescence (KMESF) at 10 µM; actives 0.38% (n = 220,000); AID 1775, 2009; in the data active means fluorescence above about 47; further: inactives centre near 10
Mcl-1 Bim block = inhibitors of Bim peptide binding to Mcl-1, primary screen, biochemical, bead-based flow cytometry, multiplex. AID 1009, 2008. actives 0.1% (n = 190,000). Bim peptide-Mcl-1 binding. inhibition, % at 10 µM; in the data active means inhibition above about 40%;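 further: 0% = no compound tracer wells and 100% = peptide blocker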
RGS8-Gao reg = RGS8-Galphao binding modulators, primary screen, biochemical, multiplexed bead flow cytometry; actives lie on both sides; response (percent of control binding), % at 10 µM; actives 0.34% (n = 220,000); in the data active means response below about 60% or above about 140%; inactive means in between;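 further: Galphao activated as the GDP aluminium fluoride complex binding bead-coupled RGS8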
Mcl1 Bid PPI = Mcl-1/Bid binding inhibitors, primary screen, biochemical, TR-FRET, 1536-well; actives 0.97% (n = 220,000); Induced myeloid leukemia cell differentiation protein Mcl-1 (Homo sapiens), Q07820; inhibition, % at 21.7 µM; TR-FRET Mcl-1/Bid-Dy647 peptide binding;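 active means compounds that cut the binding signal by more than half at the single screening dose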;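 further: His-tagged Mcl-1 with europium anti-His antibody binding Bid BH3 peptide; 0% = Mcl-1 plus peptide wells and 100% = peptide-only wells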
Pf gametocyte = late stage P. falciparum gametocyte viability inhibitors, primary screen, ATP luminescence, HTS. P. falciparum stage V gametocytes, 24 h. inhibition, % at 10.9 µM. actives 0.065% (n = 150,000);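 active means inhibition above the mean plus 3 SD of compounds within the control limits, set per campaign, cut at about 38% in these data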;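 further: 0% = DMSO wells and 100% = medium only without gametocytes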
ABCG2 block = ABCG2 efflux pump inhibitors, primary screen, multiplex with ABCB1, IgMXP3 cells, flow cytometry. Broad substrate specificity ATP-binding cassette transporter ABCG2 (Homo sapiens), Q9UNQ0. JC-1 efflux. inhibition, % at 6.6 µM. actives 0.1% (n = 190,000). AID 1325, 2008;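 active means inhibition above 80%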;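 further: 0% = DMSO and 100% = nicardipine control wells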
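System: two drug-resistant human cell lines, ABCG2 and ABCB1; controls: nicardipine high and DMSO low controls; times: 10 min exposure at 25 °C with rotation, no wash; detection: flow cytometry of retained JC-1 fluorescence; read-out basis: percent efflux inhibition, scaled nicardipine 100% to DMSO 0%; doses: one concentration, 6.6 µM final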
Mcl1-Noxa inh = Mcl-1/Noxa binding inhibitors, primary screen, biochemical, TR-FRET, 1536-well | Induced myeloid leukemia cell differentiation protein Mcl-1 (Homo sapiens), Q07820 | TR-FRET Mcl-1/Noxa peptide binding, 2 h | inhibition, % at 21.7 µM | actives 1.5% (n = 220,000) | AID 1022, 2008;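 active means compounds that cut the protein-peptide binding signal by more than 50% relative to plate controls in a single-dose test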;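 further: His-tagged Mcl-1 with rhodamine Noxa BH3 peptide and terbium anti-His antibody; 0% = Mcl-1 plus Noxa peptide wells and 100% = peptide-only wells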
RGS4-Gao reg = modulators of RGS4 binding to Galphao, primary screen, biochemical, multiplexed bead flow cytometry. actives 0.33% (n = 220,000). AID 1415, 2008. binding response (% of control), % at 10 µM. actives lie on both sides; in the data active means binding response below about 49% or above about 150%; inactive means in between;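 further: fluorescent Galphao activated with aluminum fluoride binding bead-coupled RGS4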
GSH bead fluor = compound fluorescence on glutathione beads, profiling panel, artefact control, biophysical, 488/530 nm, flow cytometry; GSH beads flow cytometry, compound fluorescence 488/530 nm; hits give high values; fluorescence (KMESF) at 10 µM; actives 0.25% (n = 190,000); in the data active means fluorescence above about 89;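 further: glutathione beads carrying GST-tagged Bcl family fusion proteins plus one bare bead set; values are compound well signal with DMSO vehicle wells as background; inactives centre near 16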
RGS7-Gao = RGS7-Galphao binding modulators, primary screen, biochemical, multiplexed bead flow cytometry. actives lie on both sides. binding response (% of control), % at 10 µM. actives 0.35% (n = 220,000). AID 1439, 2008; in the data active means binding response below about 49% or above about 150%; inconclusive means no clear call, values can overlap the other calls; inactive means in between;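 further: fluorescent Galphao held in activated GDP-AlF4 state binding bead-coupled RGS7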
ABCB1 block = ABCB1 efflux pump inhibitors, primary screen, cell-based, multiplex, flow cytometry, ABCG2 counter-screen; CCRF-Adr cells, JC-1 efflux; inhibition, % at 6.6 µM; actives 0.067% (n = 190,000); AID 1326, 2008; in the data active means inhibition above about 40%;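 further: 0% = vehicle and 100% = reference inhibitor; higher value means more JC-1 retained so stronger ABCB1 efflux block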
Target sequence (P08183 whole entry, looked up): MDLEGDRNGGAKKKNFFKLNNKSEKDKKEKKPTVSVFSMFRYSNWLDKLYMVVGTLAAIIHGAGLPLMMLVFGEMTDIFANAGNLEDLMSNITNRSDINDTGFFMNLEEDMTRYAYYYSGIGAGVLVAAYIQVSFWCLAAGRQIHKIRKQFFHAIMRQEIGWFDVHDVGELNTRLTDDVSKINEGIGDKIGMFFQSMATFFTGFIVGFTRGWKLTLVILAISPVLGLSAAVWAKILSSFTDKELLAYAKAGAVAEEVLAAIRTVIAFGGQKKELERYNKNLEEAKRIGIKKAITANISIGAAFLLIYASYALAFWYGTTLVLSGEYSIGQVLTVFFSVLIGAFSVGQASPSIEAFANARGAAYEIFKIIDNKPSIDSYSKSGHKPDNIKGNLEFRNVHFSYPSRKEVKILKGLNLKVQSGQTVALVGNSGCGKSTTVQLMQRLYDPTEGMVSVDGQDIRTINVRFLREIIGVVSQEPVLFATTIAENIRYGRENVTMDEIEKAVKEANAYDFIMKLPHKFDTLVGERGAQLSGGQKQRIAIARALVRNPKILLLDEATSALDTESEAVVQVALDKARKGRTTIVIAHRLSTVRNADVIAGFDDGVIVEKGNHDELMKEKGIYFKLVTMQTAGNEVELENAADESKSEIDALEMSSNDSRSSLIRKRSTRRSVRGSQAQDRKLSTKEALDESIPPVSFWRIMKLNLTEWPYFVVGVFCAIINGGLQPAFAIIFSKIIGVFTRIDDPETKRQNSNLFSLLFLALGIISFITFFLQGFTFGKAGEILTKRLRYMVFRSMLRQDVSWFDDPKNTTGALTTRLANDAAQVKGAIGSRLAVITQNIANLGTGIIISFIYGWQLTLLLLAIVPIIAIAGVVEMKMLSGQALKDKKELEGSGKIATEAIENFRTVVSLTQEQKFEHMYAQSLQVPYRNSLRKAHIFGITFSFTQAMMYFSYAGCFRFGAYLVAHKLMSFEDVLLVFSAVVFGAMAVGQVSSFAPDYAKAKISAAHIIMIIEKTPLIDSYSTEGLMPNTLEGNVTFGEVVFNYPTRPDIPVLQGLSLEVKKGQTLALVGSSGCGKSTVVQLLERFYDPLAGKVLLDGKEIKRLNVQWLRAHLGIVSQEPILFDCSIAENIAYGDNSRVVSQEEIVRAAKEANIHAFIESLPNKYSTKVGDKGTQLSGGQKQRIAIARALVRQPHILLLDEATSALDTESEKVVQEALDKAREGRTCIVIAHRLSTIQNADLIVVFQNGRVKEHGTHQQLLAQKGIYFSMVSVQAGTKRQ
* = called active by the depositor; u = inconclusive; x = no result given.

SMILES | Avidin bead fluor | Mcl-1 Bim block | RGS8-Gao reg | Mcl1 Bid PPI | Pf gametocyte | ABCG2 block | Mcl1-Noxa inh | RGS4-Gao reg | GSH bead fluor | RGS7-Gao | ABCB1 block
COc1ccc(S(=O)(=O)NC(C)C)cc1C(=O)NC1CCCCC1 | 3 | -1 | 100 | -9 | -27 | 3 | -7 | 99 | 7 | 98 | -0.1
C=CCNc1ncnc2c1[nH]c1ccc(Cl)cc12 | 24 | 1 | 100 | -18 | -12 | 1 | 43 | 99 | 8 | 98 | 0.0
Cc1cc(S(=O)(=O)NCc2ccc(S(N)(=O)=O)cc2)c(C)s1 | 13 | -6 | 102 | -13 | -10 | 32 | -9 | 100 | 25 | 98 | -0.2
COc1ccc(CCN2C(=O)NC(NS(=O)(=O)c3ccc(NC(C)=O)cc3)(C(F)(F)F)C2=O)cc1OC (stereo not given) | 9 | 0 | 108 | -13 | 14 | 1 | 33 | 107 | 13 | u | 0.9
CC(C)c1ccc(NC(=O)COc2nncc3ccccc23)cc1 | 19 | -2 | 99 | -46 | 9 | 0 | 6 | 99 | 13 | 100 | 0.1
Cc1ccnc(SCc2cc(=O)c(OC(=O)c3ccco3)co2)n1 | 11 | -6 | 102 | -15 | 13 | 0 | 2 | 103 | 14 | 101 | 0.3
O=C(O)c1ccc(S(=O)(=O)c2ccc3c(c2)C(=O)N(NC(=O)c2ccccc2)C3=O)cc1 | 6 | 0 | 98 | -27 | x | 12 | 8 | 96 | 20 | 87 | 1.8
c1ccc(CNC2=NCCCCC2)cc1 | 13 | -2 | 103 | -30 | x | -1 | 13 | 107 | 13 | 109 | 1.4
COc1ccc(CCN(Cc2ccccn2)C(=S)Nc2ccccc2F)cc1OC | 11 | 5 | 101 | -24 | -5 | 21 | 6 | 101 | 21 | 110 | 1.9
CCOC(=O)C1=C(CC)Nc2ccccc2N=C1N | 23 | 0 | 105 | -20 | x | 1 | -8 | 103 | 12 | 102 | 0.2
N/C(=N\c1nc2c(c(=O)[nH]1)CCCC2)Nc1ccccc1 | 7 | 5 | 103 | -31 | x | 1 | -18 | 102 | 13 | 100 | 0.2
Cc1ccc(NC(=O)c2cccc(N3C(=O)C4C5CCC(C5)C4C3=O)c2)c(C)c1 (stereo not given) | 10 | -4 | 101 | -17 | -9 | 1 | 0 | 102 | 12 | 99 | 0.6
Cc1cccc(C)c1NC(=O)C(c1ccc([N+](=O)[O-])cc1)N(C)C(=O)c1ccccn1 (stereo not given) | 5 | -2 | 92 | -3 | -24 | 3 | 25 | 101 | 23 | 97 | 1.1
CNS(=O)(=O)c1cc(Br)ccc1S(=O)c1ccccc1C(=O)O (stereo not given) | 6 | x | 101 | -12 | -3 | x | 23 | 97 | x | u | x
COc1cccc(-c2nnc(NC(=O)Cc3cccs3)s2)c1 | 11 | 0 | 99 | -28 | x | 2 | 23 | 101 | 14 | 102 | 0.3
COC(=O)CCC(=O)OC1(C)C(=O)C=C2C=C(C3CC3)N(CCc3ccccn3)C=C2C1=O (stereo not given) | 18 | x | 100 | -96 | x | x | -10 | 102 | x | u | x
COc1ccc(CCN2C(=O)c3cccnc3C2=O)cc1OC | 26 | -7 | 102 | -39 | -37 | 24 | 5 | 100 | 21 | 103 | 2.2
CC(C)(C)n1nc2c(c1NC(=O)c1ccco1)CS(=O)C2 (stereo not given) | 26 | 2 | 103 | -14 | 2 | 5 | 5 | 98 | 19 | 96 | 0.6
COc1cccc(NC(C)C(=O)Nc2cc([N+](=O)[O-])ccc2Cl)c1 (stereo not given) | 11 | -3 | 99 | -25 | x | 5 | 14 | 102 | 62 | 99 | 1.2
Cc1ccc(C(C)C)c(OCc2n[nH]c(=S)o2)c1 | 8 | 1 | 100 | -43 | 0 | -1 | -11 | 101 | 13 | 98 | -0.5
CS(=O)(=O)c1cnc2c(-c3ccc(F)cc3)cnn2c1N | 24 | -1 | 101 | -6 | x | 4 | 0 | 100 | 16 | 101 | 0.8
Cc1c(Cl)cccc1NC(=O)CCCN1C(=O)c2cccnc2C1=O | 16 | 0 | 97 | -28 | 6 | 5 | 10 | 97 | 11 | u | 1.5
CN1CCN(NC(=O)c2ccc(F)cc2)CC1 | 14 | 0 | 104 | -26 | -3 | 1 | -2 | 116 | 14 | 103 | 0.4
Cc1ccc(S(=O)(=O)n2nc(-c3ccco3)nc2SCc2ccccc2)cc1 | 8 | -1 | 100 | -1 | 18 | 1 | 4 | 102 | 22 | 105 | 0.3
O=C(CN(C(=O)c1ccc(Cl)cc1)C1CCCCC1)Nc1ccc(Cl)c([N+](=O)[O-])c1 | 8 | 0 | 90 | 2 | 0 | 7 | 10 | 105 | 9 | 98 | 1.6
Nc1nc(SCc2c(Cl)cccc2Cl)n[nH]1 | 9 | -5 | 102 | -39 | 28 | 2 | x | 103 | 26 | 105 | 0.7
Cc1cc(-c2nnc(CCC(=O)NC(C)c3ccc(F)cc3)o2)no1 (stereo not given) | 8 | 0 | 93 | 0 | x | 5 | 6 | 98 | 16 | 100 | 1.2
Cc1ccc(NC(=O)CCCN2C(=O)/C(=C/C=C/c3ccccc3)SC2=S)cc1 | 8 | -2 | 100 | 3 | x | -5 | 8 | 100 | 11 | 107 | -1.1
COC(=O)c1nnn(-c2nonc2N)c1CSc1ccccn1 | 9 | 3 | 120 | -28 | 7 | 2 | 11 | 123 | 33 | 121 | 0.3
Cc1nnc(-c2cnn(-c3ccccc3)c2N)n1Cc1ccncc1 | 78* | -1 | 100 | -13 | 9 | 0 | 0 | 105 | 13 | 122 | 0.1
O=C(O)c1ccc(COc2ccccc2/C=C2\NC(=O)N(Cc3ccccc3)C2=O)cc1 | 22 | 3 | 105 | -12 | x | 0 | -16 | 101 | 10 | 99 | -0.2
Cc1nn(C)c(C(=O)NNC(=S)NC2CCCCC2)c1Cl | 3 | -15 | 101 | -86 | 6 | -3 | -3 | 98 | 16 | 99 | -1.1
COc1ccc(S(=O)(=O)N2CCCC2)c(Cl)c1Cl | 17 | 5 | 98 | -13 | 4 | 12 | 1 | 98 | 20 | 118 | -0.2
COC(=O)C[N+](C)(C)C/C=C\c1ccccc1 | 9 | -2 | 101 | -14 | -13 | -1 | 15 | 103 | 17 | 97 | 0.0
CC1CCC(NC(=O)CN2C(=O)COc3ccc(S(=O)(=O)N4CCCC4)cc32)CC1 (stereo not given) | 10 | -6 | 101 | 9 | x | 9 | 9 | 104 | 12 | 100 | 0.5
C=CCc1c(C)nc(SC)nc1Nc1ccc(C)cc1 | 5 | 3 | 102 | -6 | x | x | 2 | 103 | 16 | 102 | x
Cc1nc2ccccc2n1C1CC(=O)N(N(C)C)C1=O (stereo not given) | 4 | -1 | 93 | 7 | -18 | 2 | 1 | 85 | 59 | 97 | 0.8
CCOC(=O)c1cnc(SCC(=O)NCc2ccco2)nc1N | 7 | -2 | 102 | -13 | x | 3 | -3 | 101 | 4 | 99 | 0.3
Cc1ccc[n+](CC2OCc3ccccc3CO2)c1 | 12 | 0 | 105 | -12 | -7 | 2 | 2 | 99 | 18 | 102 | 0.2
COc1ccc(C)cc1NC(=O)c1cc2ccccc2o1 | 4 | 0 | 99 | -1 | 7 | 7 | -10 | 100 | 28 | 97 | 0.8
O=C(CN1C(=O)COc2ccc(S(=O)(=O)N3CCCC3)cc21)NCc1ccccn1 | 6 | x | 100 | -25 | 4 | x | -4 | 101 | x | u | x
COCCNC(=O)CSc1cc(=O)n(C)c2cc(Cl)ccc12 | 13 | 0 | 97 | 5 | 10 | 5 | -13 | 98 | 10 | 98 | 0.5
Cc1ccc(-c2nc(N)sc2-c2ccccc2)cc1C | 2 | 0 | 104 | -43 | 3 | 3 | 15 | 102 | 4 | 101 | 0.2
Cc1cc(Nc2ccc(Cl)cc2)nc(N2CCOCC2)n1 | 3 | x | 101 | -9 | -4 | x | -17 | 99 | x | u | x
Cn1c(=O)c([N+](=O)[O-])c(NCc2ccccc2Cl)c2ccccc21 | 7 | x | 101 | -13 | -15 | x | 0 | 104 | x | u | x
S=C(NNC(=S)NC1CC2C=CC1C2)NC1CC2C=CC1C2 (stereo not given) | 5 | x | 96 | -96 | -14 | x | -80 | 97 | x | u | x

Of the compounds above, eight have an aryl methoxy group:
SMILES | Avidin bead fluor | Mcl-1 Bim block | RGS8-Gao reg | Mcl1 Bid PPI | Pf gametocyte | ABCG2 block | Mcl1-Noxa inh | RGS4-Gao reg | GSH bead fluor | RGS7-Gao | ABCB1 block
COc1ccc(S(=O)(=O)NC(C)C)cc1C(=O)NC1CCCCC1 | 3 | -1 | 100 | -9 | -27 | 3 | -7 | 99 | 7 | 98 | -0.1
COc1ccc(CCN2C(=O)NC(NS(=O)(=O)c3ccc(NC(C)=O)cc3)(C(F)(F)F)C2=O)cc1OC (stereo not given) | 9 | 0 | 108 | -13 | 14 | 1 | 33 | 107 | 13 | u | 0.9
COc1ccc(CCN(Cc2ccccn2)C(=S)Nc2ccccc2F)cc1OC | 11 | 5 | 101 | -24 | -5 | 21 | 6 | 101 | 21 | 110 | 1.9
COc1cccc(-c2nnc(NC(=O)Cc3cccs3)s2)c1 | 11 | 0 | 99 | -28 | x | 2 | 23 | 101 | 14 | 102 | 0.3
COc1ccc(CCN2C(=O)c3cccnc3C2=O)cc1OC | 26 | -7 | 102 | -39 | -37 | 24 | 5 | 100 | 21 | 103 | 2.2
COc1cccc(NC(C)C(=O)Nc2cc([N+](=O)[O-])ccc2Cl)c1 (stereo not given) | 11 | -3 | 99 | -25 | x | 5 | 14 | 102 | 62 | 99 | 1.2
COc1ccc(S(=O)(=O)N2CCCC2)c(Cl)c1Cl | 17 | 5 | 98 | -13 | 4 | 12 | 1 | 98 | 20 | 118 | -0.2
COc1ccc(C)cc1NC(=O)c1cc2ccccc2o1 | 4 | 0 | 99 | -1 | 7 | 7 | -10 | 100 | 28 | 97 | 0.8

Outcome played no part in choosing rows, and some 3.3% of all compounds hit somewhere here.
